Bioassay records as filed in PubChem BioAssay.
NOD2-RIPK2 inh – inhibitors of human NOD2-RIPK2 interaction | O43353 | CHO BLA complementation NOD2-RIPK2, CCF4 ratio | inhibition, % at 4.98 µM | hit rate 0.38% among 360,000 | AID 624267; in the data active = inhibition above about 21%;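 also: 0% = vehicle only and 100% = reference blocker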
Granule exo inh – lytic granule exocytosis inhibition. TALL-104 LAMP-1 surface exposure, flow cytometry; cells stimulated with thapsigargin and PMA. inhibition, % at 10 µM. hit rate 0.66% among 360,000;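 active = inhibition above about 55%, limit read from the data; inconclusive = no clear call, values can overlap the other calls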
MC4R ag barr – agonists of human melanocortin 4 receptor (MC4R) beta-arrestin. U2OS MC4R beta-arrestin complementation, luminescence; percent of melanotan II response, DMSO zero. activation, % at 8.9 µM. hit rate 0.98% among 360,000;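 active = activation above a per-plate cutoff, the mean activation of sample wells on that plate plus 3 SD, cut at about 8% in these data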
MC4R antagonist – antagonists of human melanocortin 4 receptor (MC4R); MC4R-expressing cells, MTII-stimulated cAMP, LANCE TR-FRET; P32245; AID 540295; inhibition, % at 6.5 µM; hit rate 0.48% among 360,000;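 active = inhibition above its plate's cutoff, the mean of tested wells on that plate plus 3 SD, cut at about 29% in these data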;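 also: 0% = Melanotan II alone and 100% = Melanotan II plus saturating MCL0020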
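System: U2OS cells stably expressing human melanocortin 4 receptor (MC4R). Reagent: Melanotan II challenge after compound preincubation. Doses: 6.5 µM. Times: 30-min compound, 1-h challenge, 1-h detection, room temperature. Measured by: TR-FRET with Eu-cAMP and labeled anti-cAMP, 671 nm. Replicates: singlicate.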
Vif imaging – blocks HIV Vif function. HEK293T cells, Vif self-association by quenched fluorescence, imaging, 24 h. inhibition, % at 7.49 µM. hit rate 0.35% among 340,000; in the data active = inhibition above about 50%, passing the limit was not always enough; inconclusive = no clear call, values can overlap the other calls; inactive = below about 31%; also: some results filed as inactive read as strong as hits
aDG glyco up – alpha-DG glycosylation activation; Pro5-aDG cells, alpha-DG glycosylation AlphaScreen (IIH6); 0% Pro5, 100% B10-LARGE cell signal; AID 624168; hit rate 0.22% among 360,000; activation, % at 10 µM;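 active = activation of at least 8% versus controls, or a plate z-score of at least 8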;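 also: Pro5 are CHO cells carrying HIG-tagged alpha-DG that lacks glycosylation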
TLR9-MyD88 block – TLR9-MyD88 interaction inhibition; hit rate 0.21% among 340,000; inhibition, % at 4.98 µM; AID 504734; CHO BLA complementation TLR9-MyD88, CCF4 FRET ratio; Q9NR96+Q99836;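 active = inhibition above the mean over all tested compounds plus 3 SD, cut at about 21% in these data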;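 also: 0% = DMSO only wells and 100% = clavulanate BLA inhibitor control wells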
ABCB6 inh 2 – blocks the human ABCB6 transporter | K562-ABCB6 porphyrin accumulation, flow cytometry, 1 h; hits give low values | fluorescence ratio to DMSO, % at 10 µM | hit rate 0.19% among 360,000;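 active = fluorescence ratio to DMSO below 75%, the collection mean minus 3 SD; inconclusive = too few cells collected in the well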;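 also: signal is porphyrin accumulated inside mitochondria; 100% equals median channel fluorescence of DMSO control wells; lower ratio means ABCB6 inhibition with less porphyrin fluorescence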
Target sequence (Q9NP58 whole entry, looked up): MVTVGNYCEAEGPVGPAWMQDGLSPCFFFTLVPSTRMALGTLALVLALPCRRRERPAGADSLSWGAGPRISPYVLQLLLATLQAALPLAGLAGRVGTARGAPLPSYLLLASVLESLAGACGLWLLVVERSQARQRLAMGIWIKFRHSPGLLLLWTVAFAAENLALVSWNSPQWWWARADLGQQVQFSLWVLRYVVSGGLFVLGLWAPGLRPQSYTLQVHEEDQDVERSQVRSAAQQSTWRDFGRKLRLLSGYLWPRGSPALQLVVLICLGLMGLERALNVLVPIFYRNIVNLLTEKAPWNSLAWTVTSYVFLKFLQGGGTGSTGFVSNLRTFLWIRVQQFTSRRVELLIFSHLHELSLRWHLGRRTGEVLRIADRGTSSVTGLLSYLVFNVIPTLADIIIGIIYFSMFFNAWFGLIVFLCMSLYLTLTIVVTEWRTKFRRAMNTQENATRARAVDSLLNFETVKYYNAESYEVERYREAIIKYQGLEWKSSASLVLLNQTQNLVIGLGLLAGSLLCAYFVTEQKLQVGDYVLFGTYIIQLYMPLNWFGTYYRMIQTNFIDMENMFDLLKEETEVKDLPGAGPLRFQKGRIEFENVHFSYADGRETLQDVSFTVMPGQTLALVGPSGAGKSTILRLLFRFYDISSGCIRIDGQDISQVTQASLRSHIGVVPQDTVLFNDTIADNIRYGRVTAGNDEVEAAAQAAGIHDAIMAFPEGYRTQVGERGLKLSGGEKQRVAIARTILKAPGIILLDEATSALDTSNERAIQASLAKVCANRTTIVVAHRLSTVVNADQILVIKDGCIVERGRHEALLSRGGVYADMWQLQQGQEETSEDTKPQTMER
N-glyco inh – blocks N-linked glycosylation in D54 reporter cells. D54 ERlucT glycosylation luciferase reporter, 24 h; percent of 100 nM tunicamycin response. reporter increase, % at 12.5 µM. hit rate 0.23% among 360,000. AID 588692;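 active = mean luciferase reporter signal, scaled so untreated is 0 and the glycosylation-blocking control 100, at or above a set limit in every replicate; inconclusive = mean reaches the limit but not every replicate does; inactive = mean below the limit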;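 also: luciferase carries N-glycosylation sites so blocking glycosylation raises the light; 0% = median of neutral control wells and 100% = median of 100 nM tunicamycin wells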
ABHD5-PLIN5 inh – inhibitors of human ABHD5-perilipin-5 interaction; Q00G26+Q8WTS1; hit rate 0.78% among 360,000; inhibition, % at 4 µM; Split G. princeps luciferase complementation, luminescence, 4 h;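 active = inhibition above the mean inhibition across every tested compound plus 3 SD, cut at about 22% in these data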;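 also: 0% = DMSO only wells and the 100% control is not disclosed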
* marks the source's active call; other numbers are inactive results; u = inconclusive; x = not tested or not shown. A portion of the library; the hit share may differ from the screen's.

SMILES	NOD2-RIPK2 inh	Granule exo inh	MC4R ag barr	MC4R antagonist	Vif imaging	aDG glyco up	TLR9-MyD88 block	ABCB6 inh 2	N-glyco inh	ABHD5-PLIN5 inh
O=C(Nc1ccc2c(c1)OCCO2)c1ccc(Cl)c(S(=O)(=O)N2CCOCC2)c1	-4	-4	0.6	16	-3	-0.1	1	98	-6	-6
CCOc1ccc(OCC(=O)Nc2cccc(S(=O)(=O)NC3=NCCC3)c2)cc1	-10	0	-0.8	-2	-2	0.2	7	100	10	0
NC(=O)CC(NC(=O)c1ccccc1)c1ccc(NCC2CC2)c([N+](=O)[O-])c1 (configuration not stated)	-1	0	-1.1	5	x	-0.3	1	84	2	1
Cc1cccc(C)c1NC(=O)CSc1nnc(-c2ccco2)c(-c2ccco2)n1	-3	1	-0.1	-2	6	0.1	-2	99	1	23*
Cc1cc(-c2nnc(SCCC(=O)Nc3ccccc3)o2)no1	-1	-2	-1.9	6	-3	0.3	-5	94	0	0
CN(C)S(=O)(=O)n1cnc2ccccc21	8	-1	-1.6	4	-13	0.2	4	88	2	-8
Cn1c(NCc2cccnc2)nc2cc(-c3cccc(C(F)(F)F)c3)sc2c1=O	1	8	-0.1	9	5	-0.6	x	97	1	11
N#CC(C#N)=CN=c1ccn(Cc2ccc(Cl)cc2Cl)cc1	0	-7	0.3	24	-8	0.0	-5	98	-3	10
CC(=O)N(Cc1ccccc1)c1ncc2c(n1)c(=O)c(C#N)c1ccccn12	4	-2	1.3	0	-7	0.0	10	97	0	2
O=C(/C=C/c1ccc(F)cc1)N1CCCc2ccccc21	-8	-3	-1.6	2	-10	-0.5	-1	102	-4	2
CC(=C1C(=O)c2ccccc2C1=O)N1CCN(Cc2ccccc2)CC1	-6	5	-2.1	2	x	0.0	-4	99	0	3
COc1cc(OC)c(C(=O)NCc2ccc3c(c2)OCO3)cc1OC	-5	6	-0.7	10	-5	0.0	3	99	-1	5
CCOc1cc(/C=C(\C#N)C(=O)NCC2CCCO2)ccc1O (configuration not stated)	-5	-3	-3.9	-1	-13	1.6	5	99	3	3
COc1ccc(C2C(C#N)=C(N)Nc3nc4ccccc4n32)cc1 (configuration not stated)	-17	2	1.3	-1	3	0.5	-1	93	2	2
CCc1ccccc1N(CC)C(=O)CCc1nc(-c2ccc(C)cc2)no1	8	1	-0.6	-4	-9	0.6	-10	96	-3	-9
C/C(=N/NC(=O)c1ccncc1)c1ccc(NC(=O)c2ccc(Cl)cc2Cl)cc1	-5	0	1.7	-4	1	0.2	-10	100	-1	-2
O=C1/C(=C/c2cccs2)Sc2ccccc21	-7	1	5.3	2	-7	0.1	-2	110	2	0
CCCC[C@@H]1C=C(C(=O)O)[C@H](c2ccc(Cl)cc2)N1S(=O)(=O)c1ccc(C)cc1	-9	31	-1.0	1	x	-0.1	9	98	1	2
O=C(COC(=O)C1=COCCO1)Nc1ccccc1Oc1ccccc1	-1	4	0.1	5	x	0.1	-14	95	2	-4
O=C(CNC(=O)c1cccs1)OCC(=O)c1ccc([N+](=O)[O-])cc1	-8	-5	-0.6	22	0	0.6	-6	99	1	-8

Some of the entries above in a different format:
Below each compound – NOD2-RIPK2 inh | Granule exo inh | MC4R ag barr | MC4R antagonist | Vif imaging | aDG glyco up | TLR9-MyD88 block | ABCB6 inh 2 | N-glyco inh | ABHD5-PLIN5 inh
O=C(Nc1ccc2c(c1)OCCO2)c1ccc(Cl)c(S(=O)(=O)N2CCOCC2)c1
→ -4 | -4 | 0.6 | 16 | -3 | -0.1 | 1 | 98 | -6 | -6
CCOc1ccc(OCC(=O)Nc2cccc(S(=O)(=O)NC3=NCCC3)c2)cc1
→ -10 | 0 | -0.8 | -2 | -2 | 0.2 | 7 | 100 | 10 | 0
NC(=O)CC(NC(=O)c1ccccc1)c1ccc(NCC2CC2)c([N+](=O)[O-])c1 (configuration not stated)
→ -1 | 0 | -1.1 | 5 | x | -0.3 | 1 | 84 | 2 | 1
Cc1cccc(C)c1NC(=O)CSc1nnc(-c2ccco2)c(-c2ccco2)n1
→ -3 | 1 | -0.1 | -2 | 6 | 0.1 | -2 | 99 | 1 | 23*
Cc1cc(-c2nnc(SCCC(=O)Nc3ccccc3)o2)no1
→ -1 | -2 | -1.9 | 6 | -3 | 0.3 | -5 | 94 | 0 | 0
CN(C)S(=O)(=O)n1cnc2ccccc21
→ 8 | -1 | -1.6 | 4 | -13 | 0.2 | 4 | 88 | 2 | -8

2 compounds picked at random from those above:
SMILES	NOD2-RIPK2 inh	Granule exo inh	MC4R ag barr	MC4R antagonist	Vif imaging	aDG glyco up	TLR9-MyD88 block	ABCB6 inh 2	N-glyco inh	ABHD5-PLIN5 inh
C/C(=N/NC(=O)c1ccncc1)c1ccc(NC(=O)c2ccc(Cl)cc2Cl)cc1	-5	0	1.7	-4	1	0.2	-10	100	-1	-2
Cn1c(NCc2cccnc2)nc2cc(-c3cccc(C(F)(F)F)c3)sc2c1=O	1	8	-0.1	9	5	-0.6	x	97	1	11

Continued.
SMILES	NOD2-RIPK2 inh	Granule exo inh	MC4R ag barr	MC4R antagonist	Vif imaging	aDG glyco up	TLR9-MyD88 block	ABCB6 inh 2	N-glyco inh	ABHD5-PLIN5 inh
CC1CCc2c(sc(/N=C/c3cccnc3)c2C(N)=O)C1 (configuration not stated)	-1	-2	-2.4	4	2	0.0	x	99	-1	-12
NC(=O)c1ccc(NC(=O)c2ccc3c(c2)OCO3)cc1	4	3	-0.9	3	-3	-0.2	6	95	-4	6
CCN(CC(=O)Nc1cc(Cl)cc(Cl)c1)CC(=O)NC1CCS(=O)(=O)C1 (configuration not stated)	-2	-2	-2.5	1	54*	0.2	2	98	2	-5
O=C(CN(C1CCCCC1)S(=O)(=O)c1ccc(Br)cc1)NCc1ccncc1	-7	0	0.4	0	-1	-0.1	-1	97	-1	3
O=C(NC1CCCCCC1)c1cccc(N2CCCC2=O)c1	6	-1	-2.0	-4	4	0.1	-1	91	-12	-5
Cc1nc2c(ncn2-c2ccccc2)c(=O)n1NC(=O)CN1CCOCC1	-5	-2	-1.8	-6	16	0.0	-3	92	-1	-1
CCc1ccc2c(c1)/C(=N/OC)C(=O)N2	4	2	-0.2	-5	0	-0.2	7	99	3	-3
CCC(C)c1ccccc1NC(=O)CN(C)CCOc1ccc(Cl)cc1 (configuration not stated)	-12	-3	8.6*	18	-13	0.1	-10	102	0	-1
CN(C)c1ccc(-c2noc(C3CCN(C(=O)Nc4ccc(Cl)cc4)CC3)n2)cc1	1	3	0.8	2	-15	0.2	4	84	0	5
CCOC(=O)C1(Cc2ccc(OC)cc2)CCN(C(=O)CCn2cccn2)CC1	-5	-9	-1.2	7	-6	0.1	11	97	3	1
O=C(CC1NCCNC1=O)Nc1ccccc1 (configuration not stated)	-2	3	2.1	-1	-3	0.0	4	94	2	7
CCOc1ccccc1C(=O)NCC(=O)NNC(=O)c1cccs1	7	0	-1.9	7	4	0.1	-7	96	-1	6
CC(=O)c1cccc(S(=O)(=O)NCC(C)(C)N2CCOCC2)c1	-10	-3	-1.7	11	21	-0.1	1	100	0	0
COc1ccc(/C(N)=C/C(=O)C(C)(C)C)cc1	-3	-1	-1.5	3	-4	-0.1	-10	96	0	1
CC(=O)C1=C(O)C(=O)N(c2ccc(S(=O)(=O)Nc3nccs3)cc2)C1c1ccc([N+](=O)[O-])cc1 (configuration not stated)	6	6	-0.4	21	3	-0.3	-4	93	3	-2
COc1ccc(C(=O)N2CCCC(c3cc(C(=O)NCc4cccnc4)no3)C2)cc1 (configuration not stated)	-5	-1	1.0	-3	-7	-0.1	x	100	0	4
Cc1cc(Cl)ccc1OCC(=O)Nc1ccccc1NS(=O)(=O)c1cccs1	4	-4	-0.8	1	-7	0.1	4	99	1	-1
Cc1cc(=O)oc2cc(OCC(=O)N3CC(=O)Nc4ccccc43)c(Cl)cc12	-16	-3	-2.0	10	0	-0.1	-10	102	1	-7
COc1ccc(N2CCN(C(=O)COC(=O)c3cccc(S(=O)(=O)Nc4ccccc4OC)c3)CC2)cc1	6	-12	-3.7	19	-20	0.4	-1	101	-6	-4
CC1=C(C(=O)Nc2ccccc2)C(c2ccccn2)n2ncnc2N1 (configuration not stated)	0	-2	2.3	-2	-13	0.0	-1	108	3	5
C=C(C)CSc1nnc([C@@H]2CCCN2C(=O)OC(C)(C)C)o1	-8	-1	-0.8	0	13	-0.1	2	95	1	-5
Cc1occc1C(=O)N1CCN(C(c2ccccc2)c2ccccc2)CC1	-1	-1	-0.8	3	-6	1.5	0	94	-1	-2
O=C(CNS(=O)(=O)c1ccc(F)cc1)N1CCN(c2ccccc2)CC1	3	-3	-1.1	-6	-3	0.0	-1	101	2	4
Cc1cc(C(=O)N2CCCC(N3CCN(c4cccc(C(F)(F)F)c4)CC3)C2)n[nH]1 (configuration not stated)	-4	-1	-1.4	0	2	0.0	-12	99	0	-4
O=C(CN1C(=O)C2C3C=CC(C3)C2C1=O)Nc1cccc(S(=O)(=O)N2CCCC2)c1 (configuration not stated)	1	1	1.6	7	-10	0.1	-2	97	2	4
COc1ccccc1N1CCN(C(=O)c2cc(C3CC3)on2)CC1	0	4	-1.2	5	x	0.1	-5	102	1	-6
Cc1cc(Nc2ccc(C)c(C)c2)c2ccccc2n1	9	39	-0.2	6	-8	0.0	7	97	-2	-3
COc1ccc(C(=O)c2c3ccccc3[n+]([O-])n2CCC(N)=O)cc1	-3	1	-0.8	-8	-3	-0.1	3	102	0	-7
CCCN=C1N(CC)C[C@@H]2[C@@H]3C(=O)N(C)C(=O)[C@@H]3[C@](Cc3ccccc3)(C(=O)OC)N12	6	4	-0.2	2	9	-0.1	2	98	-1	1
Cc1cccc(CN2CCN(CC(=O)NCCCN3CCN(c4ccc(F)cc4)CC3)C2=O)c1	1	-1	-1.0	5	x	0.4	3	93	-1	4
CC(Nc1nc(-c2ccc(F)cc2)cs1)c1nc2cc(Cl)c(Cl)cc2n1CCCO (configuration not stated)	9	-11	0.1	8	x	1.5	4	97	-2	4
CCC(=O)Nc1ccc(C=C(C(C)=O)C(C)=O)cc1	-6	-2	0.7	0	0	-0.1	-12	99	5	-16
O=C1NC[C@H](Cc2ccccc2)N(CCc2cc(C(F)(F)F)cc(C(F)(F)F)c2)C1=O	-3	-7	x	x	x	-0.3	x	97	x	-2
Fc1ccccc1-c1nc(-c2ccc(Br)o2)no1	-3	-8	-0.5	2	1	0.1	5	102	-11	0
Cc1cccc(N2CCN(C(=O)C3CCN(S(=O)(=O)N4CCOCC4)CC3)CC2)c1C	-3	1	-0.8	-1	-12	1.1	5	100	2	2
Cc1cccc(/C=C2/SC(=O)N(Cc3ccccc3)C2=O)n1	-3	0	1.2	10	-8	0.0	-8	103	2	15
CC(C)(C)c1ccc(C(=O)NC2CCN(Cc3ccccc3)CC2)cc1	2	u	-1.6	-1	x	0.3	3	92	-1	6
